# MEKK2 WT-MEK5 = raises or lowers MEK5 binding to wildtype human MEKK2 PB1 domain. Q9Y2U5. bead flow cytometry, Alexa488-MEK5 binding to MEKK2 WT; actives lie on both sides. binding response (% of control), % at 10 µM. actives 1.1% (n = 290,000); in the data active = binding response below about 67% or above about 130%
# NALP1 inh = NALP1 inhibition. inhibition, % at 10 µM. S. cerevisiae NALP1/ASC/caspase-1 growth, X-gal OD620, 72 h. actives 0.61% (n = 280,000); in the data active = inhibition mostly above about 24%, no sharp cut-off; inactive = mostly below about 32%; also: some compounds called inactive have numbers as strong as hits
# OXTR potentiator = potentiators of human oxytocin receptor; actives 0.061% (n = 320,000); activation, % at 3 µM; AID 2445; P30559; CHO-OTR cells, Fluo-8 calcium fluorescence, potentiator mode; 0% = oxytocin EC15, 100% = EC100;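 active = activation above that plate's cutoff, the mean activation of tested compounds plus 3 SD, cut at about 6.6% in these data, passing the limit was not always enough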;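 also: 100% uses oxytocin at 75 nM as the full agonist control; some results filed as inactive read as strong as hits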
#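 Assay system: CHO cell line stably expressing human OTR | Also added: Oxytocin at about EC15, sub-maximal agonist stimulus | Times: Compound 6 min at room temperature before oxytocin, 100 s read | Measured by: Fluo-8 intracellular calcium fluorescence, ex 470-495, em 515-575 nm | Controls: EC15 oxytocin alone as 0%, 75 nM oxytocin as 100%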
# GalR3 antag = human GalR3 antagonism. O60755. actives 0.44% (n = 360,000). HEK293 GalR3-CNG cAMP membrane potential fluorescence; galR3 body fused to GalR1 C-terminus. inhibition, % at 3 µM;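 active = inhibition above the screen-wide average plus 3 SD, cut at about 13% in these data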;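 also: forskolin and galanin both at EC90 stimulate the cells; cAMP rise reported by CNG channel membrane potential dye signal; 0% = forskolin plus galanin with DMSO and 100% = forskolin alone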
# Target sequence (O60755 1-299 limits assumed): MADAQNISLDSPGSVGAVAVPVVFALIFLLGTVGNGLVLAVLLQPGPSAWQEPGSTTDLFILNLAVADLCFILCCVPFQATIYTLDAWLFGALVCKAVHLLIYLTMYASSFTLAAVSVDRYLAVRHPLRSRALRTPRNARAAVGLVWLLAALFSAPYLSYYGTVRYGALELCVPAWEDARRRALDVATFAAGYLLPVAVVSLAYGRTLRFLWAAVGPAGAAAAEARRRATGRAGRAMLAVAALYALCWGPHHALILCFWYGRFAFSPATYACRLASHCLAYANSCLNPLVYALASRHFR
# V1R ag counter = V1a receptor agonism, counter-screen for OXTR agonists | AID 2797 | CHO-V1R cells, Fluo-8 calcium fluorescence, agonist mode; 0% DMSO, 100% 3 nM vasopressin | actives 0.25% (n = 320,000) | activation, % at 3 µM;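 active = activation above the mean activation of all tested compounds plus 3 SD, per screening run, cut at about 20% in these data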;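 also: signal is peak over basal fluorescence ratio across a 100 second FLIPR read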
# Target sequence (P37288 whole entry, looked up): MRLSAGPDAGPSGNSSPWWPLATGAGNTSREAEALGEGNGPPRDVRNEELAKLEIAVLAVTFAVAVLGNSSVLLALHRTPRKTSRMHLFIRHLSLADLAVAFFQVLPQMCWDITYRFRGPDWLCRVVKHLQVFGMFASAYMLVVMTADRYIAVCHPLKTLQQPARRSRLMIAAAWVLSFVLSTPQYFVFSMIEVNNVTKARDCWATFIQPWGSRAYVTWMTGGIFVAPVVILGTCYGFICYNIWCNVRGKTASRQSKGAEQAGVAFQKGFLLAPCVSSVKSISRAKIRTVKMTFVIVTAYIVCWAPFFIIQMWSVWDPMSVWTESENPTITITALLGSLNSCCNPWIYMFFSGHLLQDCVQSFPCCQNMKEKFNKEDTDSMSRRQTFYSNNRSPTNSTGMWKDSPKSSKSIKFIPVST
# MEKK2mut PB1 HTS = signal of MEK5 binding to mutant human MEKK2 PB1 domain; bead flow cytometry, Alexa488-MEK5 binding to MEKK2 mutant; percent response, % at 10 µM; actives 0.35% (n = 290,000); in the data active = percent response above about 24%, passing the limit was not always enough; also: inactives centre near 1; some results filed as inactive read as strong as hits
# OXTR agonist = activates the human oxytocin receptor; activation, % at 3 µM; CHO-OTR cells, Fluo-8 calcium fluorescence; normalized: DMSO 0%, oxytocin 100%; actives 0.32% (n = 320,000); P30559; AID 2435;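 active = activation above the mean of all tested compounds plus 3 SD, cutoff set per screening run, cut at about 20% in these data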;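 also: peak over basal fluorescence ratio from a 100 s FLIPR kinetic read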
# M18AAP inhibitor = PfM18AAP enzyme inhibition; recombinant PfM18AAP, H-Glu-NHMec fluorogenic cleavage; inhibition, % at 7.35 µM; actives 1.2% (n = 290,000);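 active = inhibition above the campaign mean inhibition over all tested compounds plus 3 SD, cut at about 28% in these data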;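 also: 0% = plate median of test compound wells and 100% = 2 mM ZnCl2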
# GPR7 antag = antagonists of human GPR7 (neuropeptides B/W receptor 1); P48145; GPR7-expressing cells, fluorescence antagonist assay; inhibition, % at 4.4 µM; actives 1.1% (n = 290,000); AID 1861; in the data active = inhibition above about 16%, passing the limit was not always enough;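 also: cells stimulated with the agonist NPW; 0% = agonist with vehicle and 100% = vehicle without agonist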
# Target sequence (P48145 whole entry, looked up): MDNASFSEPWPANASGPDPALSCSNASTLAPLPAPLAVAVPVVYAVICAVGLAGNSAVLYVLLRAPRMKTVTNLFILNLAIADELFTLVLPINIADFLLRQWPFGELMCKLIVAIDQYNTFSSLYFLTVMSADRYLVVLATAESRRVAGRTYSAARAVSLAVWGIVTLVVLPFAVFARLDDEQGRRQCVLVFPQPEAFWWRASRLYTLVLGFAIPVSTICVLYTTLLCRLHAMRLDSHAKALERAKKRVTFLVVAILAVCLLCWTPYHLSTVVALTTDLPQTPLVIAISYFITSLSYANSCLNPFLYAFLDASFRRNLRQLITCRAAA
# Numbers without * were called inactive; . = no result given.
SMILES,MEKK2 WT-MEK5,NALP1 inh,OXTR potentiator,GalR3 antag,V1R ag counter,MEKK2mut PB1 HTS,OXTR agonist,M18AAP inhibitor,GPR7 antag
CCCS(=O)(=O)N1CCCC(C(=O)NCCCN(Cc2ccccc2)C(C)C)C1 (stereo unspecified),.,16,-1,-2,-0.4,.,0.4,-13,-12
CCC1CCCCN1C(=O)c1ccc([N+](=O)[O-])o1 (stereo unspecified),94,6,-2,-7,0.3,0,-0.1,-8,5
COc1cccc(C(=O)N=c2sc3c(C)ccc(OC)c3n2C)c1,101,26,-4,.,0.1,1,-0.5,.,.
Cc1ccc(N2CCN(CC(O)COC3CCCCC3)CC2)cc1 (stereo unspecified),102,5,-5,-4,2.1,0,0.8,-4,-14
COC(=O)C1=C(C)NC(=O)NC1c1ccc2ccccc2c1 (stereo unspecified),104,7,-2,-2,0.8,2,-0.2,-12,-14
CCN1CCN(CCCNC(=O)CCC(=O)N2CCOc3ccc(Cl)cc32)CC1,100,0,-2,.,1.0,-2,-0.3,-6,3
O=C(Cn1c2ccccc2c(=O)c2cc([N+](=O)[O-])ccc21)Nc1ccccc1Cl,102,29,-12,-4,-1.0,0,0.1,0,-1
Cc1cccc(C(=O)NCC(=O)N2CCCC2)c1,101,4,-4,-2,4.0,1,-0.3,0,-9
O=C(CCc1ccc(S(=O)(=O)N2CCOCC2)cc1)Nc1nc(COc2ccccc2)cs1,.,11,-6,-10,9.7,.,13,-3,-7
CCN1CCN(c2ccc(S(=O)(=O)N3CCCC3)cn2)CC1,99,-10,0,-4,0.3,-4,0.1,5,0
COc1ccc(C(C)(C)C)cc1NC(=O)c1ccc[n+]([O-])c1,97,6,-1,-7,0.5,-2,0.8,-8,-17
c1ccc(CCc2nn3c(Cc4ccccc4)nnc3s2)cc1,101,-12,3,2,-1.2,1,-1.8,5,21
Cc1cccc(N2CCN(C(=O)c3ccc(N4CCCC4=O)cc3)CC2)c1C,.,-4,-18,-3,6.3,.,8.3,-6,-8
O=S(=O)(c1ccc2c(c1)CCN2)N1CCCC1,.,.,-5,-5,-0.4,.,0.6,.,.
CC[C@@H]1CN(C)[C@H]2Cc3c([nH]c4ccccc34)C(=O)C[C@@H]1[C@@H]2C(=O)OC,98,.,-5,0,0.1,0,0.7,.,.
Cc1cccc(OCCn2cc(/C=N/NC(=O)c3ccncc3)c3ccccc32)c1,102,28,-6,-10,0.2,-2,0.0,9,13
COc1ccccc1NS(=O)(=O)c1ccc(C)c(NS(=O)(=O)c2cc(C(=O)O)cc(C)c2C)c1,105,3,-10,-5,-1.0,7,-0.5,-7,-2
O=C(CN1C(=O)c2ccccc2S1(=O)=O)NCc1ccccc1,97,7,-1,-7,-0.1,-3,0.2,-2,-1
Cc1ccccc1NC(=O)Cn1c(NCC(C)O)nc2ccccc21 (stereo unspecified),104,17,-8,-3,0.6,1,-0.5,5,-2
CC1(C)N=C(C(=O)c2ccccc2)N(O)C1(C)O (stereo unspecified),96,33*,-6,-2,0.1,-3,-1.0,-3,-17
CCNS(=O)(=O)c1ccc(CCC(=O)NC2CCCC2)cc1,99,27,-9,0,0.6,-2,-1.1,-5,1
Cc1ccc(/C=C/c2onc(C)c2S(=O)(=O)N2CCC(C(=O)N3CCN(C)CC3)CC2)cc1,114,11,-6,-7,7.2,6,5.6,3,15
Cc1ccc(OC/C(O)=C(\C#N)c2nc3ccccc3s2)cc1,102,22,-9,-1,6.7,0,3.6,-2,-2
COc1ccc(-n2c(COc3ccc(Cl)cc3)nnc2SCc2ccc(C#N)cc2)cc1,101,10,-7,-3,3.0,-5,2.0,-5,4
COc1ccc(C(CCN2CCOCC2)c2c(O)cc(OC)cc2OC)cc1 (stereo unspecified),95,5,-6,-7,2.1,9,1.9,.,.
COCCn1c(SCC(=O)Nc2ccc(C(C)=O)cc2)nnc1-c1ccco1,103,16,3,-9,-0.3,4,1.3,-10,-11
CCNC(=O)N1C(=O)C2(OCCO2)c2ccccc21,102,22,2,5,0.7,5,0.5,-3,-7
CC(NC(=O)C(=O)N1CCOCC1)C(c1cccs1)N1CCN(c2ccc(F)cc2)CC1 (stereo unspecified),99,-21,-7,0,2.9,2,2.5,7,2
C/C=C/C(=O)OCc1csc(CC(=O)Nc2ccccc2C)n1,94,5,-5,-2,1.1,-6,-1.4,-4,-14
COc1cccc(NC(=O)C2CCCC2)c1,.,.,1,-8,0.2,.,-0.3,.,.
Cc1noc(C)c1C(=O)N1CCCC(Nc2ccc(C(C)C)cc2)C1 (stereo unspecified),100,14,-7,7,0.7,-1,0.4,3,3
CCCCOc1cccc(C(=O)N(Cc2cccs2)C2CCS(=O)(=O)C2)c1 (stereo unspecified),110,-14,-7,-5,0.2,5,-1.8,1,-11
O=C(CCCC(=O)n1cnc2ccccc21)n1cnc2ccccc21,103,-11,0,0,0.2,1,1.3,-2,8
O=C(NCC(c1ccco1)N1CCCCC1)C(c1ccccc1)c1ccccc1 (stereo unspecified),101,12,-1,-8,-1.8,3,-2.3,-5,1
Cn1c(=O)c(=O)n(C)c2cc(S(=O)(=O)Nc3ccc(OC(F)(F)F)cc3)ccc21,91,4,-6,-9,-1.1,-6,-1.1,-1,-10
O=C(CC1CCCC1)NNC(=O)c1ccc(Br)cc1,.,.,0,-6,0.1,.,0.3,.,.

# Ordered by molecular weight (high to low): part of the list above
SMILES,MEKK2 WT-MEK5,NALP1 inh,OXTR potentiator,GalR3 antag,V1R ag counter,MEKK2mut PB1 HTS,OXTR agonist,M18AAP inhibitor,GPR7 antag
O=C(NCC(c1ccco1)N1CCCCC1)C(c1ccccc1)c1ccccc1 (stereo unspecified),101,12,-1,-8,-1.8,3,-2.3,-5,1
C/C=C/C(=O)OCc1csc(CC(=O)Nc2ccccc2C)n1,94,5,-5,-2,1.1,-6,-1.4,-4,-14
COc1cccc(NC(=O)C2CCCC2)c1,.,.,1,-8,0.2,.,-0.3,.,.

# Part of the list above, with tabs.
Molecule	MEKK2 WT-MEK5	NALP1 inh	OXTR potentiator	GalR3 antag	V1R ag counter	MEKK2mut PB1 HTS	OXTR agonist	M18AAP inhibitor	GPR7 antag
COc1ccc(-n2c(COc3ccc(Cl)cc3)nnc2SCc2ccc(C#N)cc2)cc1	101	10	-7	-3	3.0	-5	2.0	-5	4
COc1ccc(C(CCN2CCOCC2)c2c(O)cc(OC)cc2OC)cc1 (stereo unspecified)	95	5	-6	-7	2.1	9	1.9	.	.
COCCn1c(SCC(=O)Nc2ccc(C(C)=O)cc2)nnc1-c1ccco1	103	16	3	-9	-0.3	4	1.3	-10	-11
CCNC(=O)N1C(=O)C2(OCCO2)c2ccccc21	102	22	2	5	0.7	5	0.5	-3	-7
CC(NC(=O)C(=O)N1CCOCC1)C(c1cccs1)N1CCN(c2ccc(F)cc2)CC1 (stereo unspecified)	99	-21	-7	0	2.9	2	2.5	7	2
C/C=C/C(=O)OCc1csc(CC(=O)Nc2ccccc2C)n1	94	5	-5	-2	1.1	-6	-1.4	-4	-14
COc1cccc(NC(=O)C2CCCC2)c1	.	.	1	-8	0.2	.	-0.3	.	.
Cc1noc(C)c1C(=O)N1CCCC(Nc2ccc(C(C)C)cc2)C1 (stereo unspecified)	100	14	-7	7	0.7	-1	0.4	3	3
CCCCOc1cccc(C(=O)N(Cc2cccs2)C2CCS(=O)(=O)C2)c1 (stereo unspecified)	110	-14	-7	-5	0.2	5	-1.8	1	-11
O=C(CCCC(=O)n1cnc2ccccc21)n1cnc2ccccc21	103	-11	0	0	0.2	1	1.3	-2	8
O=C(NCC(c1ccco1)N1CCCCC1)C(c1ccccc1)c1ccccc1 (stereo unspecified)	101	12	-1	-8	-1.8	3	-2.3	-5	1
Cn1c(=O)c(=O)n(C)c2cc(S(=O)(=O)Nc3ccc(OC(F)(F)F)cc3)ccc21	91	4	-6	-9	-1.1	-6	-1.1	-1	-10
O=C(CC1CCCC1)NNC(=O)c1ccc(Br)cc1	.	.	0	-6	0.1	.	0.3	.	.

# Next section:
SMILES,MEKK2 WT-MEK5,NALP1 inh,OXTR potentiator,GalR3 antag,V1R ag counter,MEKK2mut PB1 HTS,OXTR agonist,M18AAP inhibitor,GPR7 antag
Cc1ccc(NC(=O)Nc2cccs2)nc1,96,20,-11,-9,-1.2,1,-1.9,4,0
CCCCCCNC(=O)CCCCCNS(=O)(=O)c1ccc(OC)cc1,93,36,0,0,2.8,-2,-1.1,3,-3
O=C1Cc2cc(S(=O)(=O)N3CCNCC3)ccc2N1,.,.,0,-3,0.5,.,0.9,.,.
Cc1ccc(Cl)cc1N1CCN(CC(=O)Nc2ccc(CN3CCCCC3)cc2)CC1,116,22,-14,4,12,11,28*,-4,24*
CN1CCN(C2=NC(=O)/C(=C/c3cn[nH]c3-c3ccccc3)S2)CC1,107,8,-3,-2,-0.1,20,-0.3,-3,-14
CC(NC(=O)CN1CCN(c2ccc(Cl)cc2)CC1)c1ccccc1 (stereo unspecified),106,8,-7,-10,3.7,2,1.6,1,-4
CCn1c(SCC(=O)OC(C)C)nnc1-c1cccc(Cl)c1,97,3,0,-7,-0.2,-2,0.7,-19,3
COc1ccc(CNc2nc3ccccc3n2Cc2ccc(Cl)cc2)cc1OC,101,30,-9,0,5.5,1,11,6,3
COCC(C)NC(=O)c1ccc2c(c1)S(=O)(=O)c1ccccc1C2=O (stereo unspecified),94,7,0,-1,-0.2,-4,0.1,-5,-20
CC(=O)Nc1ccc(SC[C@H](CC(C)C)N2CCN(CC(C)C)CCC2=O)cc1,130,-5,-3,-3,0.7,5,0.6,.,.
CC(C)c1ccc(C(=O)N(c2ccccn2)C(C)c2ccco2)cc1 (stereo unspecified),102,18,-14,-3,0.5,-2,-1.4,-2,2
COc1ccc(C(=O)C2CCCN(C(=O)CCNC(C)=O)C2)cc1OC (stereo unspecified),100,28,-3,-8,-0.3,-2,0.9,-7,-9
O=C(Nc1ccc(-c2nc3ccccc3o2)cc1)c1cccnc1,106,-22,-5,-7,4.5,9,6.5,0,0
O=C1CN(C(=O)C2CCC(=O)N(CCc3ccc(Cl)cc3)C2)CCN1 (stereo unspecified),102,6,1,-3,0.3,-3,0.4,0,-10
O=C(Nc1ccc2c(c1)OCCO2)c1cnn(-c2ccccc2)n1,.,.,-2,-3,0.0,.,-2.0,.,.
O=C(Nc1cccn(Cc2c(Cl)cccc2Cl)c1=O)c1c(Cl)cccc1Cl,93,10,-21,-5,2.6,-5,1.9,-2,-13
Cc1cc2nnc(SCC(=O)N3C(C)CCCC3C)n2c(N)n1 (stereo unspecified),99,20,-2,-7,0.9,4,1.5,0,-5
Cc1nc(N=C(N)N)nc2c(C)cccc12,145*,20,-4,-5,-0.6,41,1.0,3,-11
CC(C)(C)Cn1c(=O)[nH]c(=O)c2cc([N+](=O)[O-])cnc21,103,25,0,-9,1.2,0,-0.3,-9,-8
C[C@H](CO)N1C[C@H](C)[C@@H](CN(C)C(=O)NC2CCCCC2)Oc2ccc(NS(=O)(=O)c3cn(C)cn3)cc2C1=O,.,.,-7,-5,0.7,.,-0.4,.,.
O=C(c1ccccc1[N+](=O)[O-])N(CCc1ccccc1)Cc1ccccc1,105,25,-5,-4,-0.6,3,-1.0,4,13

# From PubChem BioAssay

# Outcome played no part in choosing rows, and some 4.1% of all compounds hit somewhere here.
